High-throughput results from PubChem BioAssay.
PfM18AAP inh = PfM18AAP inhibitors, malaria aminopeptidase, primary screen, biochemical, QFRET, recombinant enzyme; M18 aspartyl aminopeptidase (Plasmodium falciparum 3D7); H-Glu-NHMec fluorogenic cleavage; inhibition, % at 7.35 µM; actives 1.2% (n = 290,000); AID 1822, 2009;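 active = inhibition above the campaign mean inhibition over all tested compounds plus 3 SD, cut at about 28% in these data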;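 note: 0% = plate median of test compound wells and 100% = 2 mM ZnCl2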
MEKK2wt PB1 HTS = modulators of MEK5 binding to wildtype MEKK2, primary screen, biochemical, multiplex bead flow cytometry, Alexa488-MEK5. actives 1.1% (n = 290,000). binding response (% of control), % at 10 µM. Mitogen-activated protein kinase kinase kinase 2 (Homo sapiens), Q9Y2U5. Alexa488-MEK5 binding to MEKK2 WT; actives lie on both sides; in the data active = binding response below about 67% or above about 130%
FID counter = compounds displacing fluorescent DNA intercalator, primary screen, artefact control for HCV NS3 helicase inhibitor project, biochemical, FID fluorescence. AID 1845, 2009. actives 0.17% (n = 290,000). inhibition, % at 7.9 µM. DNA fluorescent intercalator displacement; in the data active = inhibition above about 37%;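 note: 0% = vehicle and 100% = reference compound; higher means more ethidium bromide displaced from hairpin DNA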
OXTR agonist = human OXTR agonists, primary screen, fluorescence, CHO-OTR cells, Fluo-8 calcium. Oxytocin receptor (Homo sapiens), P30559. Fluo-8 calcium fluorescence; normalized: DMSO 0%, oxytocin 100%. activation, % at 3 µM. actives 0.32% (n = 320,000). AID 2435, 2010;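 active = activation above the mean of all tested compounds plus 3 SD, cutoff set per screening run, cut at about 20% in these data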;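 note: peak over basal fluorescence ratio from a 100 s FLIPR kinetic read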
Target sequence (P30559 whole entry, looked up): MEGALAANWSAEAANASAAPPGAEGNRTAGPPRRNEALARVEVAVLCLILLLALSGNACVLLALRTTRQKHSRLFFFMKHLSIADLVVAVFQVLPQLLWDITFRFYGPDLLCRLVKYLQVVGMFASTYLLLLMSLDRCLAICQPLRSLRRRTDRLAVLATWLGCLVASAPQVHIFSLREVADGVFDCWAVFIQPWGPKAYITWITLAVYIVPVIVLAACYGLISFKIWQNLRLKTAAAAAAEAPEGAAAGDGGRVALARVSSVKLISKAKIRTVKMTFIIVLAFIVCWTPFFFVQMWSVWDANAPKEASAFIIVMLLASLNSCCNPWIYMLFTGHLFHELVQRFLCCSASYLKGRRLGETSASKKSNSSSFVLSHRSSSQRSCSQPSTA
GPR7 antag = GPR7 receptor antagonists, primary screen, cell-based, fluorescence, single concentration; GPR7-expressing cells, fluorescence antagonist assay; actives 1.1% (n = 290,000); Neuropeptides B/W receptor type 1 (Homo sapiens), P48145; AID 1861, 2009; inhibition, % at 4.4 µM; in the data active = inhibition above about 16%, passing the limit was not always enough;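 note: cells stimulated with the agonist NPW; 0% = agonist with vehicle and 100% = vehicle without agonist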
Target sequence (P48145 whole entry, looked up): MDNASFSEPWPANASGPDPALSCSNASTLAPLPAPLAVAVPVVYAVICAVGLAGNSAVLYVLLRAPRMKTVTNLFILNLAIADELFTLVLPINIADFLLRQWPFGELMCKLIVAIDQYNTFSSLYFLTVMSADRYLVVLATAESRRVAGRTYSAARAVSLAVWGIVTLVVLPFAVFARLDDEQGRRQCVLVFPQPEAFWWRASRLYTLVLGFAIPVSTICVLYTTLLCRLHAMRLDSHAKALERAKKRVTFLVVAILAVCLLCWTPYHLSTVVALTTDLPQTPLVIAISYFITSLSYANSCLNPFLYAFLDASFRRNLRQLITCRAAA
NALP1 inh = NALP1 inflammasome inhibitors in reconstituted yeast, colorimetric, S. cerevisiae, triplicate retest | S. cerevisiae NALP1/ASC/caspase-1 growth, X-gal OD620, 72 h | actives 0.61% (n = 280,000) | AID 2071, 2009 | inhibition, % at 10 µM; in the data active = inhibition mostly above about 24%, no sharp cut-off; inactive = mostly below about 32%; note: some compounds called inactive have numbers as strong as hits
MEKK3 PB1 HTS = modulators of MEKK3-MEK5 PB1 binding, primary screen, biochemical, wildtype MEKK3, multiplex bead flow cytometry, Alexa488-MEK5; Mitogen-activated protein kinase kinase kinase 3 (Homo sapiens), Q99759; actives 1.4% (n = 290,000); bead-based flow cytometry, Alexa488-MEK5 binding to MEKK3; actives lie on both sides; 0 = blocked by unlabeled MEK5, 100 = vehicle; binding response (% of control), % at 10 µM; AID 1529, 2009;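 active = binding response more than 3 SD above or below the average of its plate-row segment, actives on both sides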;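 note: Alexa488 bead fluorescence after subtracting the streptavidin-only scavenger bead signal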
MEKK2 mut-MEK5 = MEK5 binding signal on mutant MEKK2 PB1, primary screen, biochemical, multiplex bead flow cytometry, Alexa488-MEK5 | Alexa488-MEK5 binding to MEKK2 mutant | percent response, % at 10 µM | actives 0.35% (n = 290,000); in the data active = percent response above about 24%, passing the limit was not always enough; note: inactives centre near 1; some results filed as inactive read as strong as hits; reference of the scale not given here
PHOSPHO1 block = PubChem AID 1565; recombinant PHOSPHO1, absorbance phosphatase assay; inhibition, % at 13.3 µM; actives 1.1% (n = 290,000); in the data active = inhibition above about 60%
Target sequence (Q8TCT1 whole entry, looked up): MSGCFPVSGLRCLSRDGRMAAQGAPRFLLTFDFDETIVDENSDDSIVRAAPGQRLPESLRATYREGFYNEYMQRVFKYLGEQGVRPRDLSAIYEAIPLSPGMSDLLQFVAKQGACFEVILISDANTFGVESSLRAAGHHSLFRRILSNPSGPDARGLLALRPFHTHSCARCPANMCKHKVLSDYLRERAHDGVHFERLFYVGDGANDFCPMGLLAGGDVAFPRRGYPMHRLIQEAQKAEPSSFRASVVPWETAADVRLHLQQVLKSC
* marks the source's active call; other numbers are inactive results; nt = no result given.

smiles,PHOSPHO1 block,NALP1 inh,OXTR agonist,GPR7 antag,MEKK3 PB1 HTS,MEKK2 mut-MEK5,FID counter,PfM18AAP inh,MEKK2wt PB1 HTS
Clc1ccc(CN2CCSCC2)cc1Cl,5,12,-2.0,-8,102,3,7,0,103
CC(=O)c1cn(CCOc2cc(C)ccc2C)c2ccccc12,34,3,7.3,29*,107,13,-20,4,107
COc1cccc(-c2nc(CS(=O)(=O)CC(=O)NCC(C)c3ccccc3)c(C)o2)c1 (configuration not stated),4,5,3.5,2,97,3,-62,-2,99
COCCC(=O)Nc1ccc2c(c1)CN(C(=O)CCOC)CC2,5,17,0.4,-2,96,-9,5,4,96
CCCCN(C)Cc1c(C)[nH]c2ccc(OCC)cc2c1=O,30,30,-0.2,-11,106,9,1,-9,106
CC(C(=O)N1CCc2ccccc21)n1cccc1 (configuration not stated),-6,4,-1.2,-7,97,1,0,6,96
CC(C)Cc1nnc(NC(=O)CCC(=O)N2CCN(c3ccccc3F)CC2)s1,20,10,1.1,-2,101,2,-62,-13,103
C/C(=N\NC(=S)NC(C)C)c1cccc([N+](=O)[O-])c1,-3,16,-2.3,-6,96,-1,-6,3,94
COc1ccc(/C(C)=N/N2C(=O)c3ccccc3NC2c2ccc(O)c(OC)c2)cc1 (configuration not stated),-4,-1,-0.5,-13,102,9,-4,4,102
Cc1cc(-c2nnc3sc(C4CCCCC4)nn23)n[nH]1,1,8,-0.1,1,100,3,-14,-6,106
COc1ccc(NC(=O)CSc2ccc3nnc(-c4cccnc4)n3n2)cc1OC,38,22,-0.1,9,105,5,-6,-11,104
CC(=O)Nc1ccc(NC(=O)CSc2nnnn2-c2ccc(F)cc2)cc1,33,28,0.2,12,91,-8,-8,-12,92
Cc1ccc(-c2cc(C(=O)NCCCn3ccnc3)c3cc(Br)ccc3n2)o1,11,9,-0.7,-6,104,11,-8,1,109
COC(=O)CS(=O)(=O)c1nnc([C@H](Cc2ccccc2)NC(=O)OC(C)(C)C)o1,7,13,2.1,9,103,-1,-36,-40,100
N#Cc1nc(Cc2cccc3ccccc23)oc1NCCN1CCCCC1,6,23,3.9,5,100,11,22,-5,113
CC(=O)c1ccc(N2CCN(S(=O)(=O)c3ccc4c(c3)NC(=O)CC(=O)N4)CC2)cc1,22,-5,0.6,-10,101,3,-15,-5,109
COc1ccc(N2CCN(C3CC(=O)N(Cc4ccccc4)C3=O)CC2)cc1 (configuration not stated),4,9,-0.1,-17,102,1,-12,2,101
C=CCc1cccc2cc(C(=O)Nc3ccccc3C(=O)O)c(=O)oc12,20,2,nt,13,96,-4,-26,0,97
Cc1ccccc1OCCn1c(C)nc2ccccc21,15,8,17,4,108,3,-6,-15,105
Cc1cc(C)cc(OCc2ccc(C(=O)O)o2)c1,10,-6,1.4,-13,100,1,-7,0,94
CCN(CC)CC(=O)Nc1c(C)cc(C(C)(C)C)cc1C,34,10,-1.3,-12,103,4,20,-1,105
COc1cc2nc(C3CCC3)n(NC(=O)C3CCC3)c(=O)c2cc1OC,30,20,0.5,0,97,-3,-1,-5,95
O=C(c1ccc2c(c1)OCCO2)C1CCN(S(=O)(=O)c2ccccc2F)CC1,-22,5,1.4,-6,103,4,-12,-2,100
COc1cc(C(=O)ON=C2C=C(C)C(=O)C(C)=C2)cc(OC)c1OC,4,33,1.3,5,103,1,-2,-11,99
O=c1[nH]c(NCCO)nc2ncn(Cc3ccccc3)c12,-1,15,0.8,-3,95,-5,0,-3,95
Cc1nc(SCc2c(F)cccc2Cl)c2c(=O)n(C)c(=O)n(C)c2n1,-21,2,0.1,-6,102,0,-3,-4,101
CC(C)(C)OC(=O)N1CCC(CC2CC(c3ccc(Cl)cc3)=NO2)(C(=O)NCC2CCCCC2)CC1 (configuration not stated),-69,8,-1.0,-4,102,0,-43,0,101
O=C(N/N=C/c1ccccc1OCC(=O)N1CCCC1)C(=O)Nc1ccccc1F,27,34,-1.0,-1,122,2,-22,-5,107
CC(C)c1ccc(N(C(=O)c2snc(C(N)=O)c2N)C(C(=O)NCC2CCCO2)c2ccc(N(C)C)cc2)cc1 (configuration not stated),35,17,nt,-30,94,-7,-33,9,89
COc1ccc2c(-c3ccccc3)cc3nnnn3c2c1,3,-2,-1.8,-10,108,1,-3,-5,106
COc1ccc(CN(CC(=O)NCc2ccco2)C(=O)CCC(=O)Nc2ccccn2)cc1,-23,16,-0.1,5,95,-5,-13,4,94
Cc1cc(C(F)(F)F)nc(CCNC(=O)C2CCC(=O)N(Cc3cccc(F)c3)C2)n1 (configuration not stated),53,18,-0.4,-13,102,0,-17,3,99
O=C(COC(=O)Cc1cccs1)Nc1ccc(F)c(F)c1F,0,6,-1.0,-19,102,3,-2,1,101
Cc1c(-c2ccccc2)[n+](=O)c(-c2ccco2)c(C)n1[O-],11,4,1.5,-5,101,0,2,-3,96
O=C(OCC(=O)N1CCc2ccccc21)c1ccc[nH]c1=O,-1,11,1.3,2,94,-2,-2,5,97
CC(C)CC1C(C#N)=C(N)OC2=C1C(=O)CC(c1ccccc1)C2 (configuration not stated),42,-9,-0.3,8,85,-15,-24,4,79
Cc1c(Br)c(=O)oc2c(Br)c(O)c(O)cc12,-2,14,-0.9,-11,91,-4,3,39*,91
CCn1c(N)nc2c1c(=O)n(C)c(=O)n2C,16,nt,-0.1,-2,108,3,-2,-1,106
COc1ccc(N(CC(=O)NCc2ccccn2)S(=O)(=O)c2ccccc2[N+](=O)[O-])c(OC)c1,10,5,-0.6,-2,102,1,-9,4,104
CCCC[C@@H](CNC)NC[C@H](Cc1ccc(O)cc1)NCCc1ccc(OCC)cc1,25,15,2.6,15,103,5,35,-1,153*
Cc1cc2oc(=O)cc(CN3CCN(S(=O)(=O)c4cccs4)CC3)c2cc1C,4,32,-0.1,-4,98,-2,-1,0,93
COc1cc(/C=N/NC(=O)c2cncc(Br)c2)ccc1OC(=O)c1ccc2c(c1)OCO2,-115,7,nt,-3,106,-2,-2,-8,102
N#Cc1cc2c(nc1SC1CCCCC1O)CCCC2 (configuration not stated),-76,-3,-2.7,-3,102,10,-19,1,108
CC(C)C(=O)N1CCN(c2ccc([N+](=O)[O-])cc2Cl)CC1,0,39,7.6,-4,94,-2,-2,2,96
O=C(CSc1n[nH]c(=O)[nH]c1=O)Nc1ccc(C(=O)O)cc1,21,-4,-0.5,2,69,-7,-6,5,78
CCn1c(CSCc2ccc(C)cc2)nnc1SCC(=O)NCc1ccccc1,-22,6,-1.7,3,nt,nt,-40,-2,nt
CCC(=O)N1CCC2(CC1)Oc1ccc(Cl)cc1C(=O)C21CC(c2ccccc2)=NO1 (configuration not stated),31,1,2.5,nt,96,1,nt,nt,98
Cc1ccc2c(c1)c(N=NC(N)=O)c(O)n2C,46,14,0.1,3,71,-16,2,11,68
CCN1CCN(C(c2ccccc2OC)c2nnnn2C2CCCCC2)CC1 (configuration not stated),6,15,0.7,30*,103,4,30,-15,104
O=C(COc1ccccc1)NCC1CCCO1 (configuration not stated),-57,-1,-1.4,-5,95,-4,3,2,94
CCn1ncc(Cl)c1C(=O)Nc1cc([N+](=O)[O-])ccc1OC,-6,29,-1.1,4,109,2,-3,3,109
CC(C(=O)Nc1ccncc1)(c1ccccc1)c1ccccc1,41,-1,-0.6,9,88,-7,5,-7,88
O=C(c1ccc(-c2cc(Cl)ccc2Cl)o1)N1CCOCC1,3,-3,-0.6,-10,108,-5,-7,-2,97
CCCCNc1cnn(-c2ccccc2)c(=O)c1Cl,53,30,-0.9,8,106,-4,-9,-8,97
COc1cc(CNC(=O)c2ccc3oc(C(C)C)nc3c2)cc(OC)c1,40,23,1.5,8,101,-1,-26,2,105
CC(Cc1ccccc1)NC(=O)c1ccc([N+](=O)[O-])cc1 (configuration not stated),-1,36,-1.3,0,98,0,-1,-1,99
CCCOc1ccc(C(O)(CCN2CCCCC2)c2ccccc2OC)cc1 (configuration not stated),47,-5,6.2,0,100,6,7,0,108
COC(=O)c1c(C)oc(C)c1S(=O)(=O)NC(c1ccccc1)c1ccccc1,18,nt,-1.8,5,96,-15,-10,-3,98
Cc1cccc(NC(=O)CN2CCN(C(=O)C3CCCO3)CC2)c1C (configuration not stated),33,2,-0.4,-5,99,4,-9,-8,106
COc1cc(C(C(=O)NCc2ccccc2)N(Cc2ccco2)C(=O)c2cnccn2)cc(OC)c1OC (configuration not stated),32,-6,-0.5,-1,103,1,-22,-1,98

Part of the list above in another layout:
Order of results – PHOSPHO1 block	NALP1 inh	OXTR agonist	GPR7 antag	MEKK3 PB1 HTS	MEKK2 mut-MEK5	FID counter	PfM18AAP inh	MEKK2wt PB1 HTS
CCC(=O)N1CCC2(CC1)Oc1ccc(Cl)cc1C(=O)C21CC(c2ccccc2)=NO1 (configuration not stated)
  31	1	2.5	nt	96	1	nt	nt	98
CCn1c(CSCc2ccc(C)cc2)nnc1SCC(=O)NCc1ccccc1
  -22	6	-1.7	3	nt	nt	-40	-2	nt

Going on with the list.
smiles,PHOSPHO1 block,NALP1 inh,OXTR agonist,GPR7 antag,MEKK3 PB1 HTS,MEKK2 mut-MEK5,FID counter,PfM18AAP inh,MEKK2wt PB1 HTS
CCOC(=O)C1(C)NC(c2ccccc2F)C2C(=O)N(CC)C(=O)C21 (configuration not stated),6,0,-0.4,3,101,-13,2,-12,89
COC(=O)C1=C(C(=O)OC)[C@@H]2N(C)c3ccccc3[C@@]23C[C@@H](C(=O)OC)N(C(C)=O)C3=N1,13,nt,-1.0,nt,114,4,nt,nt,130
CC1=C2C3OC(=O)C(C)[C@@H]3CC[C@](C)(O)C2C2C3C4C5(C12)[C@H]1OC(=O)[C@@H](C)C1CC[C@]4(C)O[C@]5(C)[C@@H]3O (some centres not stated),-17,34,-0.4,-6,106,3,-13,-2,103
Cc1ccc(S(=O)c2snnc2C)cc1 (configuration not stated),36,-13,-0.4,-11,105,7,-6,-1,104
CCCN(C(=O)c1cc2c(s1)CCC2)c1c(N)n(Cc2ccccc2)c(=O)[nH]c1=O,15,-5,-0.3,-9,96,-4,-21,-8,85
COc1cc(NC(=O)Nc2ccccc2)c(OC)cc1NC(=O)CN1CCCCC1,11,23,-1.6,-13,99,2,17,8,98
O=C(NCC1CCCCC1)C1(CC2CC(c3ccc(Cl)cc3)=NO2)CCNCC1 (configuration not stated),20,31,-1.4,24,104,-2,15,0,127
COc1ccc(C(CC(=O)N2CCOCC2)c2c(O)cc(OC)cc2OC)cc1 (configuration not stated),26,-2,0.2,nt,133*,0,nt,nt,165*
CS/C(N)=N/N=C/c1ccc2c(c1)OCO2,-8,-18,-0.1,-4,102,7,-7,5,103
O=C(Cc1cccs1)NCCc1csc(-c2ccccc2)n1,8,-8,-2.4,-6,101,6,-25,4,105
CCC(=O)N(Cc1cc(=O)[nH]c2ccccc12)c1ccccc1C,8,15,-0.2,-17,101,0,-23,5,92
CCn1c(SCC(=O)N/N=C\c2ccccc2OCC(=O)O)nnc1-c1ccc(Cl)cc1,40,-10,-0.6,-4,110,5,-44,4,106
Oc1ccccc1/C=N/n1c(-c2ccccc2)n[nH]c1=S,6,-6,-0.6,-12,102,5,-8,26,104
